# From PubChem BioAssay
# H9c2 TAG inh – triacylglycerol accumulation inhibition. inhibition, % at 12.5 µM. H9c2 cells, Nile Red lipid (TAG) fluorescence; cells loaded with 200 µM oleic acid. 230,000 compounds, 0.66% hits;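 active = pattern-corrected inhibition of lipid staining of at least 50% with the nuclear-stain viability signal not falling by more than 50%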;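 note: 0% = DMSO wells and 100% = triacsin C control wells; some results filed as inactive read as strong as hits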
# H9c2 TAG inh DAPI viability – second read-out of H9c2 TAG inh, no call of its own (marks repeat the call); DAPI nuclei signal change (viability), lower = more cytotoxic, %;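 whole-well DAPI fluorescence read on a plate reader as a viability signal; minus 50 percent equals half of cells still viable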
# * hit, by the source's call; & = joins results of further samples. Only part of the results is shown (hit frequency here may not be typical).
compound	H9c2 TAG inh DAPI viability	H9c2 TAG inh
Cc1ccccc1N1CCN(C2CCCN(C(=O)COc3ccccc3)C2)CC1 (stereo not given)	5	4
CCn1c(O)c(C(=O)CC2NCCc3ccccc32)c(=O)n(CC)c1=S (stereo not given)	-1	8
O=C(NN=Cc1ccc(N(CCCl)CCCl)cc1Cl)c1cccnc1	1	5
O=C(c1cc(F)ccc1F)C1CCCN(Cc2cc(Cl)ccc2O)C1 (stereo not given)	11	-7
O=P(Oc1ccc(Cl)cc1)(N1CC1)N1CC1	3	-2
ClCCNc1nc2ccc(Cl)cc2[nH]1	-1	6
N=c1c2c(n(Cc3ccc(Cl)cc3Cl)c3c1CCC3)CCCC2	-5	-18
COC(=O)C1=C(c2ccccc2)C[C@@H]2CC[C@H]1N2C(=O)NCc1ccco1	-1	-16
CCN1CCN(CC(=O)c2c(C)n(Cc3ccccc3)c3ccc(OC)cc23)CC1	11	23
O=C1CC[C@@]2(O)[C@H]3Cc4ccc(O)c5c4[C@@]2(CCN3CC2CC2)[C@H]1O5	-9	-7
CC(C)CC1(CCc2ccccc2)C(=O)NC(=O)NC1=O	0	-17
CC12CCC(=O)C=C1CCC1C2C(O)CC2(C)C(O)CCC12 (stereo not given)	-12	14
CCCOC(=O)C1C2c3ccccc3C(c3ccccc32)C1C(=O)O (stereo not given)	-2	6
Cc1ccc(N2C(=O)NC(=O)/C(=C\c3cnc(-c4ccccc4)nc3)C2=O)cc1	14	1
C=C[C@H]1CN2CC[C@H]1C[C@@H]2[C@@H](O)c1ccnc2ccccc12	-3	-10
C=C[C@@]12CN(C)[C@H]3[C@H]1[C@@]1(C(=O)Nc4ccccc41)C1CC2[C@@H]3CO1	1	-10
C[C@H](CO)N1C[C@H](C)[C@@H](CN(C)C(=O)Oc2ccccc2)OCc2cnnn2CCCC1=O	6	-5
O=C1NC(=O)C(=Cc2ccc(-c3ccc(F)cc3O)o2)C(=O)N1	-1	-17
C[C@]12CCC3C(CC[C@H]4C[C@H](O)CC[C@]34C)C1C[C@@H](CCCCl)[C@@H]2O (stereo not given in full)	-3	0
COc1ccc(C(=O)C2CCCN(CCO)C2)c(C)c1 (stereo not given)	8	-4
O=C(CCCN1CCC2(CC1)C(=O)NCN2c1ccccc1)c1ccc(F)cc1	-4	7
CC[N+](C)(CC)CCCCOc1ccc2c(c1)C(=O)c1cc(OCCCC[N+](C)(CC)CC)ccc1-2	8	6
O=C(CCC(=O)N1CCC2(CC1)OCCO2)Nc1nnc(C2CCCCC2)s1	-3	-3
CC(O)C1C=CC=CC(=O)OC2CC3OC4C5OC5(C)CCC4(COC(=O)C4OC4(C)C(O)CO1)C2(C)C31CO1 (stereo not given)	-85	118
C=CCn1c(O)c(C(CC)=Nc2ccc(N(C)C)cc2)c(=O)[nH]c1=O	-8	-36
CC12CC[C@H]3[C@@H](CCC4(O)C[C@H](O)CCC34/C=N/NC(=O)Cc3ccccc3)C1(O)CCC2C1=CC(=O)OC1 (stereo not given in full)	-13	17
OC(Cc1ccccc1)(c1ccccc1)C1CN2CCC1CC2 (stereo not given)	-5	26
O=C1CC(N2CCC(n3c(=O)[nH]c4ccccc43)CC2)C(=O)N1Cc1ccccc1 (stereo not given)	-3	12
COC(=O)C1=C(c2cc3ccccc3o2)C[C@@H]2CC[C@H]1N2C(=O)NCCNC(C)=O	-1	-2
O=C(NCCCN1CC1)Nc1cccc2ccccc12	-2	-7

# Record cards (already shown). Order of screens: H9c2 TAG inh DAPI viability, H9c2 TAG inh
# Shown for CC12CC[C@H]3[C@@H](CCC4(O)C[C@H](O)CCC34/C=N/NC(=O)Cc3ccccc3)C1(O)CCC2C1=CC(=O)OC1 (stereo not given in full) = -13, 17
# Shown for C=C[C@@]12CN(C)[C@H]3[C@H]1[C@@]1(C(=O)Nc4ccccc41)C1CC2[C@@H]3CO1 = 1, -10
# Shown for C=CCn1c(O)c(C(CC)=Nc2ccc(N(C)C)cc2)c(=O)[nH]c1=O = -8, -36
# Shown for CC(O)C1C=CC=CC(=O)OC2CC3OC4C5OC5(C)CCC4(COC(=O)C4OC4(C)C(O)CO1)C2(C)C31CO1 (stereo not given) = -85, 118
# Shown for O=C1CC(N2CCC(n3c(=O)[nH]c4ccccc43)CC2)C(=O)N1Cc1ccccc1 (stereo not given) = -3, 12

# New compounds follow:
compound	H9c2 TAG inh DAPI viability	H9c2 TAG inh
CCOc1ccc2nc(N3CCC(C(=O)N4CCC5(CC4)OCCO5)CC3)sc2c1	3	3
Cc1ccc(N2C(=O)NC(=O)/C(=C\C=C\c3ccco3)C2=O)cc1	-8	2
O=c1[nH]c(=S)n(-c2ccc(F)cc2)c(O)c1/C=N/N1CCOCC1	10	0
COC(=O)c1ccc(N2CCN(C)CC2)c([N+](=O)[O-])c1	-2	0
O=C(O)C12C3CCCC1C32c1ccccc1 (stereo not given)	9	-11
c1ccc(CCc2ccc3n2Cc2cnnn2-c2ccccc2-3)cc1	3	-40
COc1ccc2oc3c(c2c1)NC(=O)CN=C3c1ccccc1	-7	-13
COc1cc(OC)cc(-n2nc(C(=O)N3CCC4(CC3)OCCO4)c3ccccc3c2=O)c1	-2	6
O=c1[nH]c(=O)n(Cc2ccco2)c(O)c1C=NCCN1CCNCC1	3	6
O=C1NC(=S)NC(=O)C1Cc1ccccc1	-8	-17
CCN(CC)C(=O)c1ccc(NC(=S)NC(=O)CCc2ccccc2)cc1	-1	12
CCc1cccc(CC)c1N(COC)C(=O)CCl	6	-5
CN1CCN(C(=O)Cc2ccccc2)CC1	-1	2
O=P1(NC2CCCC2)COc2ccccc2OC1	23	-1
O=C(Cn1ncc2c3ccccc3n(Cc3ccccc3F)c2c1=O)N1CCC2(CC1)OCCO2	10	7
CC1(C)CN=C(NCc2ccccc2Cl)S1	8	16
CCN1C(=O)NC(=O)C2(CCCC2)C1=O	2	-5
CN1CCC(OC(=O)C2c3ccccc3Oc3ccccc32)CC1	-1	-29
COc1ccc(F)cc1C(=O)C1CCCN(Cc2cnc(C)s2)C1 (stereo not given)	5	-12
O=C1NC(=O)C(=Cc2cc([N+](=O)[O-])ccc2N2CCCCC2)C(=O)N1	9	-6
C[C@]12C[C@H](O)[C@@H](O)CC1=CCC1C2CC[C@@]2(C)C1CC[C@@H]2O (stereo not given in full)	9	5
CC1(C)C2([N+](=O)[O-])CN3CC1([N+](=O)[O-])CN(C2)C3c1ccccn1 (stereo not given)	-4	0
COC(=O)C1=C(c2ccc(-c3ccccc3)c(F)c2)C[C@@H]2CC[C@H]1N2C(=O)NCc1ccco1	-3	-19
COC(=O)C1=C(c2cccc(OCc3ccccc3)c2)C[C@@H]2CC[C@H]1N2C	4	-7
S=C=Nc1ccccn1	-6	-2
CCN1CCN(c2ccc([N+](=O)[O-])cc2C#N)CC1	-12	12
C=CCn1c(O)c(/C(C)=N/N2CCN(C)CC2)c(=O)[nH]c1=O	0	1
CSc1nc(C)c(Br)c(N2CC2)n1	-7	21
CC(C)N(C(=O)CCl)c1ccccc1	7	4
C/C(=N\N1CCCCCC1)c1c(O)n(-c2ccccc2C)c(=O)[nH]c1=O	-3	-6
CCC(=NCc1ccco1)c1c(O)n(-c2ccccc2)c(=O)[nH]c1=O	-3	-9
COc1cc2c(cc1O)C[C@H]1NCCc3cc4c(c-2c31)OCO4	6	8
CCCC(C)C1C(C#N)=C(N)Oc2c1c(=O)oc1ccccc21 (stereo not given)	0	-12
CC(C)COc1ccc(Cc2c(O)[nH]c(=S)[nH]c2=O)cc1	2	1
COc1ccc(-n2c(O)c(/C(C)=N/Nc3ccccc3)c(=O)[nH]c2=O)cc1	-3	-11
C[N+](C)(C)CC1CCCc2ccccc2C1=O (stereo not given)	1	-8
Cc1cc(N=Nc2ccccc2C)ccc1N	-14	30
CN1C(=O)C(=Cc2ccc(N3CCOCC3)o2)C(=O)N(C)C1=S	4	-7
O=C(O)C(Cc1cnc[nH]1)NS(=O)(=O)c1ccc(Cl)cc1 (stereo not given)	-7	17
CN1C(=O)CCC2(C)C1=CCC1C2CCC2(C)C1CCC2(C)O (stereo not given)	-4	-1
Cn1c(C(=O)O)c(CC(=O)N2CCN(Cc3ccccc3)CC2)c2ccccc21	2	-4
Cc1oc(-c2ccccc2)nc1CN1C(=O)C(C)N=C(c2ccccc2F)c2cc(Cl)ccc21 (stereo not given)	-5	-20
CCOP(=O)(OCC)C(O)c1ccc(OC)cc1OC (stereo not given)	4	0
O=C(Cc1ccccc1)N1CCN(C2CCCC2)CC1	11	-13
COc1ccc(OC)c(CN2CCCC(C(=O)c3sccc3C)C2)c1 (stereo not given)	10	0
Cc1cccc(-n2c(O)c(C=NCCCN3CCOCC3)c(=O)[nH]c2=O)c1C	13	-6
COc1ccc(/C=N/N=C(/N)N[N+](=O)[O-])c(OC)c1	7	8
O=C(O)C1(Br)CC12c1ccccc1-c1ccccc12 (stereo not given)	-2	-4
CCN(c1ccc(C(O)(C(=O)OC)C(F)(F)F)cc1)S(=O)(=O)c1ccccc1 (stereo not given)	2	1
C[C@]12CCC3C(CC[C@H]4C[C@@H](O)CC[C@]34C)C1CC[C@@H]2O (stereo not given in full)	1	-11
COCCn1c(O)c(/C=N/NC(=O)CSC(=S)N2CCCC2)c(=O)[nH]c1=S	9	-10
Cc1cc(/C=C2\C(=O)NC(=O)N(Cc3ccco3)C2=O)c(C)n1-c1ccc(O)cc1	-8	6
Cn1c(O)c(C=Nc2ccc3c(c2)CCC3)c(=O)n(C)c1=O	5	4
NS(=O)(=O)c1cccc(N2CCNCC2)c1	-8	-2
CC1(C)OC(c2ccccc2)=C/C(=C/C=C2C(=O)NC(=O)NC2=O)O1	17	-12
Cc1cnc(NC(=O)CN2CCCCC2)s1	1	-2
Cc1cc(C(=O)N2CCC3(CC2)OCCO3)no1	5	-3
CN1C(=O)N(C)C(=O)C(CCc2ccncc2)(CCc2ccncc2)C1=O	1	-15
CCC(=O)OC(Cc1ccccc1)(c1ccccc1)C(C)CN(C)C (stereo not given)	-4	0
Cc1ccccc1-n1c(-c2ccco2)nc2ccccc2c1=O	1	-15

# Additional compounds
compound	H9c2 TAG inh DAPI viability	H9c2 TAG inh
COc1ccc(CC2C(=O)N(c3ccccc3)C(=O)N(c3ccccc3)C2=O)c(OC)c1	-4	12
COc1ccccc1OCC(=O)N1CCCC(N2CCN(c3ccc(F)cc3)CC2)C1 (stereo not given)	-5	6
Cc1ccccc1-c1nc2ccccc2c(=O)n1C	2	-1
CC(=O)N1CCN(CC(=O)Nc2ccc(C#N)c(Cl)c2)CC1	7	7
CC(C)n1nnnc1CN1CCN(C)CC1	-10	16
CCn1c(O)c(C=NCCN2CCOCC2)c(=O)n(CC)c1=S	-9	7
COc1ccc(CN2C(=O)NC(=O)/C(=C/c3ccc([N+](=O)[O-])s3)C2=O)cc1	2	10
COC(=O)C1=C(c2ccc(S(C)(=O)=O)cc2)C[C@@H]2CC[C@H]1N2C(=O)NCC1CC1	-6	-6
COC(=O)C1=C(c2cccc(C#N)c2)C[C@@H]2CC[C@H]1N2C(=O)NCCc1ccccc1	-5	-20
CCOC(=O)COc1ccc2c(c1)c(C(C)=O)c(C)n2Cc1ccccc1	0	-11
Cc1cc(C=C2C(=O)NC(=O)NC2=O)c(C)n1-c1cccnc1	-11	27
CNC1(c2ccc(F)cc2)CCCCC1	7	-1
COC(=O)C1=C(c2ccc(OC)c(OC)c2)C[C@@H]2CC[C@H]1N2C(=O)N1CCC(C)CC1	-6	5
CCOc1ccccc1N1C(=O)NC(=O)/C(=C/c2ccc3c4c(cccc24)CC3)C1=O	-4	-1
O=C1OCCC1C(=O)c1ccccc1 (stereo not given)	2	4

# Rewritten with values under each structure: entries from further up.
# Sequence of screens – H9c2 TAG inh DAPI viability | H9c2 TAG inh
> CC(=O)N1CCN(CC(=O)Nc2ccc(C#N)c(Cl)c2)CC1
 : 7 | 7
> CC(C)n1nnnc1CN1CCN(C)CC1
 : -10 | 16
> CCn1c(O)c(C=NCCN2CCOCC2)c(=O)n(CC)c1=S
 : -9 | 7
> COc1ccc(CN2C(=O)NC(=O)/C(=C/c3ccc([N+](=O)[O-])s3)C2=O)cc1
 : 2 | 10
> COC(=O)C1=C(c2ccc(S(C)(=O)=O)cc2)C[C@@H]2CC[C@H]1N2C(=O)NCC1CC1
 : -6 | -6
> COC(=O)C1=C(c2cccc(C#N)c2)C[C@@H]2CC[C@H]1N2C(=O)NCCc1ccccc1
 : -5 | -20

# (listing goes on)
compound	H9c2 TAG inh DAPI viability	H9c2 TAG inh
C=CCn1c(O)c(C=NCCCn2ccnc2)c(=O)[nH]c1=O	-8	14
CCOP(=O)(OCC)C(NC(=O)c1cccc([N+](=O)[O-])c1)C(Cl)(Cl)Cl (stereo not given)	-13	16
CCNC(=S)N(C)CCc1cc2c(c(OC)c1C=C1C(=O)N(C)C(=O)N(C)C1=O)OCO2	-6	-5
O=C(N/N=C\C1C(=O)NC(=S)N(c2ccccc2)C1=O)c1ccc(O)cc1 (stereo not given)	8	4
CC(=O)OC1N=C(c2ccccc2Cl)c2cc(Br)ccc2N(C)C1=O (stereo not given)	5	-1
COc1ccc2c(c1)C(NC(C)=O)CCc1cc(OC)c(OC)c(OC)c1-2 (stereo not given)	-13	45
O=C(CCS(=O)(=O)c1ccc(Br)cc1)N1CCC2(CC1)OCCO2	0	4
Nc1ncc2[nH]cnc2n1	-3&-7	-8&-2
CN(C)C(=Nc1ccccc1)P(=S)(N(C)C)N(C)C	0	-30
Cc1ccc(C)c(C2(O)CC(C)N(C)CC2C)c1 (stereo not given)	-7	13
CC(C)N1CCN(Cc2c[nH]c3ccccc23)CC1CCO (stereo not given)	0	-24
COc1ccccc1-n1c(O)c(C=NCc2ccc3c(c2)OCO3)c(=O)[nH]c1=O	-1	-1
O=P1(N(CCCl)CCCl)NCCCO1 (stereo not given)	-4	-4
